Mm-Cpn inhibitor: inhibitors of Methanococcus maripaludis chaperonin (MmCpn); purified Mm-Cpn ATPase, ADP Transcreener TR-FRET; Potency, µM (highest dose often 76.9 µM), inactives show at the top dose activity, negative = inhibition, most hits filed as inhibitors; 0.031% of 330,000 active; AID 504842; also: potency is read from the fitted curve at half-maximal effect; % is scaled to controls: 0 for no effect and ±100 for the full control effect; nearly all actives have a fitted effect of over 80% in size
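ATP (10 uM final) was added to archaeal chaperonin (25 nM final) after 10 min exposure to test compound at 37°C; after 30 min further incubation, ADP was detected by competitive TR-FRET.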
EPAC2 antag: EPAC2 (human) antagonism | Q8WZA2 | EPAC2 GEF exchange of Rap1B-BODIPY-GDP, fluorescence | Potency, µM (titrated, usually from 114 µM), inactives show at the highest dose activity, negative = inhibition, actives largely listed as inhibitors | 0.18% of 360,000 active | AID 720708; also: potency is read from the fitted curve at half-maximal effect; % is scaled to controls: 0 for no effect and ±100 for the full control effect; nearly all actives have a fitted effect of over 45% in size; many of its hits are not listed in these tables
DRD3 antagonist: blocks the human D3 dopamine receptor. 2.5% of 360,000 active. P35462. max response, negative = inhibition, %. D3R cells, DiscoveRx beta-arrestin luminescence, antagonist mode; stronger effect = lower value; in the data active = max response below about -50%; inconclusive = no clear call, values can overlap the other calls; also: % is scaled to controls: 0 for no effect and ±100 for the full control effect; mostly tested at two doses, the higher about 12 µM
Target sequence (P35462 whole entry, looked up): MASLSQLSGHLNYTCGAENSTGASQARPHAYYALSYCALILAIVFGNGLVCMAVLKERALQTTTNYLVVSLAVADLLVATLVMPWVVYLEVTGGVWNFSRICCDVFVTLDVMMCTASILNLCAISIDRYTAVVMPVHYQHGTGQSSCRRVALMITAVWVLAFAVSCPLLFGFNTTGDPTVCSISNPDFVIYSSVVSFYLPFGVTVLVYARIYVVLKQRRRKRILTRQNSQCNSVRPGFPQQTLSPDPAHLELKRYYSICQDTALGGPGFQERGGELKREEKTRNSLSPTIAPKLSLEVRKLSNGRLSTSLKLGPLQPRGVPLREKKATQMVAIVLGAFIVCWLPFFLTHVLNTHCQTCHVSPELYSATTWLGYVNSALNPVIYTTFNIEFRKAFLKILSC
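Cells plated overnight at 1500 cells/well, then exposed to library compounds with dopamine controls for 90 minutes at 37 degrees C. DiscoveRx reagent added for 30–60 minutes at room temperature; luminescence read, quantitative HTS format.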
D3 ag: activates the human D3 dopamine receptor; 0.58% of 410,000 active; max activation, %; D3R DiscoveRx beta-arrestin cells, luminescence, 90 min; AID 652048; in the data active = max activation above about 30%; also: 0% is about no effect; mostly tested at two doses, the higher about 12 µM
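Agonist mode: compounds and dopamine controls were applied to plated cells for 90 min at 37 degrees C after an overnight attachment at 1500 cells/well. Luminescent read-out followed 30 - 60 minutes at room temperature with DiscoveRx detection reagent.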
EPAC2 ag: EPAC2 (human) agonism | Q8WZA2 | Potency, µM (series often up to 154 µM), without a hit: top-dose activation, usual class: activators | 0.079% of 360,000 active | EPAC2 activation, biochemical qHTS; response scale: 100% = 6.5 mM cAMP response | AID 720711; also: potency is read from the fitted curve at half-maximal effect; nearly all actives have a fitted effect of over 50% in size
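qHTS, titration series. 100 nM EPAC2 / 250 nM Rap1B-BODIPY-GDP / 50 uM GDP; RT; ex 480/em 540 nm, 5-min reads to 30 min. Norm. to 6.5 mM cAMP = activation.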
PTHR1 agonist: PTHR1 (human) receptor agonism | Q03431 | HEK293 GP2 PTHR1 cells, GloSensor cAMP luminescence, 1 h | Potency, µM (doses to about 115 µM), without a hit: at the highest dose activation, actives largely listed as activators | 0.075% of 410,000 active; also: potency is read from the fitted curve at half-maximal effect; nearly all actives have a fitted effect of over 55% in size; some results filed as inactive show a strong effect at the top dose; inactives centre near -15; many of its hits are not listed in these tables
Target sequence (Q03431 whole entry, looked up): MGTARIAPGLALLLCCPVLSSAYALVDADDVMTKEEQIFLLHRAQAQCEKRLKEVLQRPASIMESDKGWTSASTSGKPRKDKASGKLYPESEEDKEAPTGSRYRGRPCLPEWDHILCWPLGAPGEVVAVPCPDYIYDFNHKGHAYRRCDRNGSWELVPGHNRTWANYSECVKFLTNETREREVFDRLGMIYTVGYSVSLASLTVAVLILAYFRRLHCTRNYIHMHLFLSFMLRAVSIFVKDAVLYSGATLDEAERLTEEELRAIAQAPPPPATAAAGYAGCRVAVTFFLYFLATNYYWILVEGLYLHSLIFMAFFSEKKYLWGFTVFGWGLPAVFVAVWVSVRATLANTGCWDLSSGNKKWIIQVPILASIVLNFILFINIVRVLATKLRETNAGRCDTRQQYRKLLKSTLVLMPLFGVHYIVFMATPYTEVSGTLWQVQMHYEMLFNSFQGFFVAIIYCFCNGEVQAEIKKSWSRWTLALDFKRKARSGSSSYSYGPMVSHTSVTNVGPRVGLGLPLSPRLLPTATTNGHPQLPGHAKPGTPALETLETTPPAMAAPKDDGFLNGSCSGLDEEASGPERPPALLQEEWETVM
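HEK-293-derived GP2 cells expressing PTHR1 and a GloSensor cAMP reporter, 3,000/well, plated overnight, given luciferin plus IBMX (each 0.5 mM as added) for 1 h at 37 °C, then compound for 1 h at 37 °C. Luminescence was read after 15 min at room temperature.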
CCT chaperon mod: cytosolic chaperonin activity modulation | activity change, % (concentration not given with the values), hits read low | AID 651819 | 0.3% of 360,000 active | purified chaperonin ATPase assay, HTRF ADP detection, 30 min; in the data active = activity change below about -30%; also: % is scaled to controls: 0 for no effect and ±100 for the full control effect
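Enzyme 40 or 20 nM (batch-dependent) in Tris pH 7.4/KCl/MgCl2/DTT; cpd 76 uM single point; ATP 10 uM; 30 min 37 °C; Transcreener ADP HTRF detection, 30 min RT; ratio 665/615.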
pAkt inh: blocks phosphorylation of Akt | Neuro2A IGF-stimulated pAkt S473 HTRF, 20 min; stronger effect = lower value | activity change, % for hits at 50 µM | 0.32% of 360,000 active; in the data active = activity change below about -80%; inconclusive = mostly about -51% to -80%; also: % is scaled to controls: 0 for no effect and ±100 for the full control effect
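Neuro2A cells in DMEM with 0.5% FBS, overnight at 37 deg C, given compound at single 50 µM final, then IGF (6 nM final) for 20 min at 37 deg C. Lysed; phospho-Akt Ser473 by HTRF after 24 h, 665/615 ratio.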
* = called active by the depositor; i = inactive; ? = inconclusive; . = not tested or not shown; & = joins results of further samples; [ ] = remark or other dose. Unless noted, calls follow the shape of the dose curve; as a rule, active = well fitted curve in the direction sought with a large enough effect; inconclusive = small, poorly fitted or top-dose-only effect, or another doubt; inactive = no such curve, though single readings can be large; an effect the other way counts as inactive or inconclusive. The list is partial; rates above refer to the full screens.

| Molecule | Mm-Cpn inhibitor | EPAC2 antag | DRD3 antagonist | D3 ag | EPAC2 ag | PTHR1 agonist | CCT chaperon mod | pAkt inh |
| --- | --- | --- | --- | --- | --- | --- | --- | --- |
| O=C(Nc1ccc(OC(F)F)c(Cl)c1)[C@@H]1CCCN1C(=O)c1cccs1 | 1% | 12% | 4 | -1 | -4% | i | 2.1 | i |
| O=[N+]([O-])c1ccc2c(c1)nc1n2CCN(CC2CCCO2)C1 (centres undefined) | 0% | -4% | -8 | -4 | 4% | -15% | -0.7 | i |
| Cc1ccc2c(c1)c(Sc1ccccc1)c(CC(=O)O)n2C | 3% | -6% | -10 | -3 | -4% | i | -1.9 | i |
| C=CCNC(=O)c1onc(CSc2ccncc2)c1C(=O)NCC=C | -1% | -7% | 0 | -12 | 6% | -19% | 1.6 | i |
| c1ccc(-c2cc3nc(NCc4cccs4)ccn3n2)cc1 | . | -16% | 0 | 7 | 11% | -49%[inhibitor] | 0.7 | i |
| COc1ccc(C2/C=C\CNCC(=O)N2Cc2ccc(F)cc2)cc1 (centres undefined) | 0% | -3% | -15 | -19 | 15% | -14% | -1.0 | i |
| CN1C(=O)NC(NC(=O)c2ccco2)(C(F)(F)F)C1=O (centres undefined) | 1% | 3% | 19 | 3 | 8% | -15% | -1.0 | i |
| COc1ccccc1/C=C/CN1CCN(Cc2ccc(F)cc2)C(CCO)C1 (centres undefined) | -2%[15.4 µM] | 0% | -82* | -43 | 13% | i | 1.1 | i |
| CCOc1ccc(C(=O)NC(Cc2ccccc2)C(=O)OC)cc1 (centres undefined) | -1% | -4% | -8 | -1 | 0% | -7% | -1.3 | i |
| CCOC(=O)CN1c2ccccc2NC(=O)CC1C (centres undefined) | 0% | 4% | -8 | 6 | 11% | -26% | -2.0 | i |
| O=C(O)C1Sc2[nH]c(=O)sc2C2c3ccc(O)cc3OC(=O)C12 (centres undefined) | -3%[15.4 µM] | 5% | 6 | 0 | 9% | -23% | -11 | i |
| CCOCCOC(=O)C(C)Oc1ccc(Oc2ncc(Cl)cc2Cl)cc1 (centres undefined) | -1% | -2% | -7 | 2 | -7% | i | 0.3 | i |
| Cc1ccc(S(=O)(=O)N2CCCCC2)cc1NC(=O)c1ccccc1Cl | -2% | -13% | 19 | -1 | 2% | i | -0.3 | i |
| Cc1sc2nc(CN3CCOCC3)nc(NS(=O)(=O)c3ccc4c(c3)OCCO4)c2c1C | -1% | 16% | -15 | 2 | -5% | i | 1.6 | i |
| CCCn1c(SC(C)C(=O)NC2CCCC2)n[nH]c1=O (centres undefined) | 1% | 5% | -23 | -1 | -3% | -14% | 2.9 | i |
| CC(C(=O)Nc1ccc(S(N)(=O)=O)cc1)N1CCc2ccccc21 (centres undefined) | -1% | 0% | 5 | 3 | 2% | i | -3.2 | i |
| CC1(C)CC(=O)C=C(c2ccc(I)cc2)C1 | -2% | 2% | -17 | -13 | 19% | -42%[inhibitor] | -4.8 | i |
| O=C(NCc1nc2ccccc2[nH]1)C1=C[C@@H](c2ccccc2)C[C@@H](OCCCCO)O1 | . | 6% | 5 | -3 | 13% | i | 0.6 | i |
| COc1ccc(NC(=O)c2cnc3sccn3c2=O)cc1 | 1% | -2% | -52* | 5 | 0% | i | -2.6 | i |
| CC(C)(CCC(=S)N1CCOCC1)C1CCCCC1 | -2% | 3% | 0 | 12 | 6% | -57%[inhibitor] | -40* | i |
| O=C(CN(CCc1ccccc1)C(=O)CN1C(=O)COc2ccccc21)NCc1ccco1 | 1% | -7% | 2 | 0 | 0% | 1%[57.5 µM] | -2.3 | i |
| COc1ccc(-n2nc(C(=O)NCC(=O)N3CCN(c4ccccn4)CC3)c3ccccc3c2=O)cc1Cl | 0% | 3% | 9 | 2 | -1% | i | 2.0 | i |
| CCNC(=S)Nc1cccc(S(=O)(=O)NC2=NCCC2)c1 | -3% | -7% | -13 | -2 | 18% | i | -3.1 | i |
| O=C(C[n+]1cc(-c2ccccc2)n2c1CCCCC2)c1ccc(Br)cc1 | 3% | -1% | ? | -18 | 5% | -52%[inhibitor] | -7.0 | i |
| COc1ccccc1C1CC(=O)Nc2cc3c(cc21)OCCO3 (centres undefined) | -1% | 7% | 20 | 15 | 3% | i | -2.8 | . |
| Cc1cccc(NC(=O)Nc2nnc(-c3ccccc3)o2)c1 | 1% | -20% | 10 | 1 | 3% | -8% | -1.3 | i |
| O=C(CS(=O)(=O)c1ccc(Cl)cc1)N1CCN(c2ccccc2)CC1 | . | -13% | 13 | 1 | 13% | -23% | -0.2 | i |
| COc1ccccc1C(=O)N1CCNC(=O)C1CC(=O)Nc1ccc(Cl)cc1 (centres undefined) | -1% | 4% | 45 | 5 | -14% | i | -1.0 | i |
| NNC(=O)c1csc(-c2ncc(C(F)(F)F)cc2Cl)n1 | 0% | -1% | -7 | 0 | -3% | -8% | -2.7 | i |
| CCOC(=O)c1ccc(NC(=S)Nc2ccc3[nH]c(=O)[nH]c3c2)cc1 | 0% | 1% | 2 | 3 | 3% | -1% | -1.1 | i |
| CCCCSCc1nc2ccccn2c1Br | -2% | 0% | 28 | 27 | -2% | i | 0.8 | i |
| NS(=O)(=O)c1ccc(NCc2ccccc2OCc2ccc(F)cc2)cc1 | -1% | -11% | -8 | 1 | 8% | -22% | -0.9 | i |
| COc1cc(OC)cc(C(=O)N2CCCC(c3nc(-c4ccc(C)o4)no3)C2)c1 (centres undefined) | 0% | -9% | -15 | 0 | 0% | i | -1.0 | i |
| COc1ccc(CCNC(=O)CCc2cn(C)c3ccccc23)c(OC)c1OC | -1% | -9% | -4 | 4 | 3% | -54%[inhibitor] | 2.0 | i |
| COc1ccc(C2C(C#N)=C(N)Oc3c2c(-c2ccccc2)nn3-c2ccccc2)c(OC)c1OC (centres undefined) | 0% | -15% | -20 | 22 | 22% | -88%[inhibitor] | 1.7 | i |
| COc1ccc(/C=C2/CCCc3ccccc3C2=O)cc1 | . | -1% | -25 | -2 | 28% | -24% | -1.1 | i |
| Cc1ccc(Nc2ccc(NCc3ccccc3)nn2)cc1C | -1% | -10% | -28 | -9 | 9% | -18% | -4.1 | i |
| CC(C)CCNC(=O)C1CCC(CNS(=O)(=O)c2cccc3nsnc23)CC1 (centres undefined) | 1% | -2% | -6 | 1&-9 | 3% | -4% | -1.9 | i |
| Cc1ccnc2nc(C(=O)OCC(=O)NC3CCC(C)CC3)nn12 (centres undefined) | -2% | -6% | -30 | 1 | -1% | -12% | -2.5 | i |
| CCc1ccc(-c2cc(C)no2)cc1S(=O)(=O)N1CCN(c2cc(C)ccc2C)CC1 | -4% | -3% | -7 | 4 | -2% | i | -1.6 | i |
| CCOC(=O)CSc1n[nH]c(NC(=O)c2cccc(C)c2)n1 | -2% | 4% | 14 | 10 | 8% | -7%[57.5 µM] | 1.1 | . |
| COCC(=O)N1CCCC(C(=O)c2ccc(C(F)(F)F)cc2)C1 (centres undefined) | 1% | 1% | 5 | 10 | 16% | -13% | -4.3 | i |
| CC(C)C[C@@H]1COc2cccc(N(C)CCO)c2S(=O)(=O)N1 | . | 7% | -12 | 0 | 12% | -23% | 0.9 | i |
| N#CCCN(C(=O)COC(=O)c1ccc2c(c1)OCO2)c1ccccc1 | 2% | 9% | 15 | -3 | 0% | -14% | 0.3 | i |
| Cc1ccc(S(=O)(=O)N(C)/N=C/c2ccc(N(C)C)cc2)cc1 | 0% | 2% | 0 | 11 | 10% | -19% | -0.2 | i |
| COc1cc(-c2nnc(COC(=O)c3cc(C)nc4ccc(C)cc34)o2)cc(OC)c1OC | -1% | -3% | 139 | 7 | 19% | -4% | -2.0 | i |
| CCc1ccc2nc(N3CCN(C(=O)C(C)(C)C)CC3)sc2c1 | 2% | 22% | 1 | 2 | 8% | -35%[inhibitor] | 0.2 | . |
| CCSC(=O)CCCCCCCCCCCO | 0% | -24% | -6 | 4 | -1% | -5% | -0.1 | i |
| C=CCOc1c(CNc2ncn[nH]2)cccc1OC | 0% | 0% | 19 | 5 | 3% | -11%[57.5 µM] | -0.1 | i |
| Cn1c(=O)cc(SCC(=O)NCc2ccc(F)cc2)c2ccccc21 | 2% | -4% | 6 | 10 | 4% | i | -2.4 | i |
| COc1ccccc1N(CC(=O)NC1CCCCC1)C(=O)CCC(=O)Nc1ccccn1 | -5% | -5% | 0 | 2 | -18% | i | -2.3 | i |
| O=C(NC1CC1)c1sc2ccccc2c1Cl | -1% | -13% | 3 | 3 | 2% | i | 0.9 | i |
| Cc1cc(C)nc(NC(=O)/C=C/c2cccs2)c1 | 0% | -1% | -8 | -7 | 14% | i | -1.0 | i |
| N#Cc1nc(-c2ccc(Cl)cc2)oc1NCCc1ccccn1 | 0% | -3% | -1 | -2 | 2% | i | -2.7 | i |
| COc1ccc(OC)c(/C=N/NC(=O)c2nnn(-c3nonc3N)c2-c2cccs2)c1 | -1% | 11% | -16 | 0 | 8% | -37%[inhibitor] | -0.5 | i |
| C=CCN1C(=O)/C(=C2/Sc3ccc(OC)cc3N2C)SC1=NCc1ccccc1 | 2% | 2% | 3 | 5 | -6% | -3% | 1.3 | i |

Next part:
| Molecule | Mm-Cpn inhibitor | EPAC2 antag | DRD3 antagonist | D3 ag | EPAC2 ag | PTHR1 agonist | CCT chaperon mod | pAkt inh |
| --- | --- | --- | --- | --- | --- | --- | --- | --- |
| Cc1nonc1C(=O)N/N=C/c1ccc(O)cc1 | 1% | 13% | 20 | 9 | 7% | -14% | -4.8 | i |
| COc1ccc(N2C(=O)CC(NC34CC5CC(CC(C5)C3)C4)C2=O)c(OC)c1 (centres undefined) | -3% | -4% | 26 | 6 | -6% | i | 1.1 | . |
| COc1cc(/C=C2\SC(=O)N(CCNC(=O)c3sc4cc(F)ccc4c3Cl)C2=O)cc(OC)c1OC | -1% | -8% | 19 | 5 | 1% | -19% | -1.0 | i |
| CCN(CC)S(=O)(=O)c1cccc(NC(=O)c2ccc(-n3nc(C)cc3C)cc2)c1 | 1% | -5% | 17 | 3 | 1% | -41%[inhibitor] | -3.8 | i |
| O=C(CC1C(=O)N(Cc2ccccc2)C(=S)N1CCN1CCOCC1)Nc1ccc(F)cc1 (centres undefined) | -1% | -6% | -12 | 5 | 6% | i | 0.2 | i |

Screening data as filed in PubChem.
